Rtt109 HAT inh: C. albicans Rtt109 histone acetyltransferase inhibition; Q5AAJ8; AID 540336; inhibition, % at 34.9 µM; actives 0.16% (n = 330,000); purified Rtt109/Vps75, ThioGlo CoA-SH fluorescence, 4 h;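 active = inhibition of at least 50% in every replicate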
Target sequence (Q5AAJ8 whole entry, looked up): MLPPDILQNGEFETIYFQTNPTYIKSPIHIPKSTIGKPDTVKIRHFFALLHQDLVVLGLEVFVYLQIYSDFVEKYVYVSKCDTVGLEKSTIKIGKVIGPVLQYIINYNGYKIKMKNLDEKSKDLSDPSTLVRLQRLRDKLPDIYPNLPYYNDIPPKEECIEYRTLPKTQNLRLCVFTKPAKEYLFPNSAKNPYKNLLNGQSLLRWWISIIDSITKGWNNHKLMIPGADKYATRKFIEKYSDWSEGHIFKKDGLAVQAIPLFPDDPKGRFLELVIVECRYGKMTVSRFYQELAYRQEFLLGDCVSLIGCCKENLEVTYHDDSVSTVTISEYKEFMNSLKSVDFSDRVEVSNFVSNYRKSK
MITF act: increases MITF-driven TRPM1 promoter luciferase signal | SK-MEL-5 TRPM1-promoter luciferase, 24 h; % of positive control, neutral wells = 0 | activation, % at 12.5 µM | actives 0.75% (n = 300,000) | AID 588334;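 active = mean activation of at least 80% with every replicate also reaching 80%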;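 also: 0% = neutral control wells and 100% = parthenolide positive control wells; values of inactives mirror those of a sister screen read the other way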
SR-BI HDL uptake: mouse SR-BI HDL lipid transfer inhibition | Q61009 | actives 0.96% (n = 320,000) | ldlA[mSR-BI] CHO cells, DiI-HDL uptake fluorescence, 3 h | inhibition, % at 12.5 µM | AID 488896;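 active = mean replicate inhibition of at least 70% and a set share of replicates each scoring 70 or more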;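 also: 0% = median of neutral control wells and 100% = median of positive control wells; values of inactives mirror those of a sister screen read the other way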
PvdQ inh: blocks Pseudomonas aeruginosa PvdQ acylase activity | purified PvdQ acylase, fluorescence plate reader | inhibition, % at 10 µM | actives 0.063% (n = 340,000) | AID 488965; in the data active = inhibition above about 30%, passing the limit was not always enough;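 also: 0% = vehicle neutral wells and 100% = reference inhibitor wells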
SR-BI uptake up: enhances SR-BI lipid uptake from DiI-HDL; CHO ldlA[mSR-BI] cells, DiI-HDL uptake fluorescence, 3 h; 100 = double the neutral-control signal; activation, % at 12.5 µM; actives 0.096% (n = 320,000); AID 504775;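 active = mean replicate activation of at least 60% and every replicate at or above 60%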;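 also: 0% = median plate neutral-control signal and 100% = twice that signal; values of inactives mirror those of a sister screen read the other way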
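Material: SR-BI-overexpressing, LDLR-lacking CHO cells; schedule: compound exposure 3 h, 37 °C; reagent: DiI-labelled HDL at 10 µg/mL final; technique: bottom-read fluorescence, 550/595 nm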
Wnt act: Wnt/beta-catenin pathway activation | activation, % at 9.35 µM | actives 1.2% (n = 300,000) | Wnt/beta-catenin reporter cell assay, activator, plate reader; in the data active = activation above about 30%, passing the limit was not always enough;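 also: 0% = neutral control wells and 100% = positive control wells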
dFosB act: activators of mouse delta FosB homodimer | purified delta FosB, TAMRA-CDK5 oligo fluorescence polarization; percent of positive-control signal above neutral wells | actives 0.99% (n = 340,000) | AID 493131 | activation, % at 25 µM | P13346;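 active = mean activation above about 17%, with every replicate also reaching it, limit read from the data, passing the limit was not always enough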;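 also: fluorescence polarization rise as delta FosB binds a TAMRA Cdk5 AP-1 oligo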
Target sequence (P13346 whole entry, looked up): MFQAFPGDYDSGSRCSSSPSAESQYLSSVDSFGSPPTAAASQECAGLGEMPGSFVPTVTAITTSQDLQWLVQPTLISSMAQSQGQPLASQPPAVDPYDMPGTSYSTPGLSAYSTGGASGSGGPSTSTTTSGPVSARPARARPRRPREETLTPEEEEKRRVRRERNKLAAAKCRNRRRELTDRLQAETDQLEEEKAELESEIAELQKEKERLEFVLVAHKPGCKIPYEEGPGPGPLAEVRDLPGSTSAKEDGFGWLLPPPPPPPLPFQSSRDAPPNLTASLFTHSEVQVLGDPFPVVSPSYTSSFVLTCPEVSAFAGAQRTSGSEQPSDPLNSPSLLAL
HTR5A ag: HTR5A agonism, opioid heterodimer counter-screen. P47898. HTR5A agonist assay, luminescence, cell-based. activation, % at 9.3 µM. actives 0.61% (n = 340,000). AID 504692; in the data active = activation mostly above about 9.5%, no sharp cut-off; inactive = mostly below about 7.6%;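 also: 0% = cells with vehicle only and 100% = reference agonist; strong numbers were not always called active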
Target sequence (P47898 whole entry, looked up): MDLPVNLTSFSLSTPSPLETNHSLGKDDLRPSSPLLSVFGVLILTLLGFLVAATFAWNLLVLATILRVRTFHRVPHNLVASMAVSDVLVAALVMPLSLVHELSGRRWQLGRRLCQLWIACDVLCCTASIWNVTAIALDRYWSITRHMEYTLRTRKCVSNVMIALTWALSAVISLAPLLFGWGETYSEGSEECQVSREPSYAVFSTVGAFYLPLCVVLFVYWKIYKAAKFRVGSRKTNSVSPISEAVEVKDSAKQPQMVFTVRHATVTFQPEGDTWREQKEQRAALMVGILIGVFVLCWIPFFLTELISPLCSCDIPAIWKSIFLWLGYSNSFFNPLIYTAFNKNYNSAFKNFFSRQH
CDK5 p35 inh: CDK5/p35 (human) kinase inhibition; Recombinant CDK5/p35, ADP-Glo luminescence, 60 min; inhibition, % at 10 µM; actives 0.01% (n = 330,000); AID 488839;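 active = highest replicate inhibition of at least 50% and at least 75% of replicates reaching 50%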;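 also: plate controls were DMSO neutral control for no effect and GW8510 at 10 µM for full effect; many of its hits are not listed in these tables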
RTF Ca sens act: cardiac RTF calcium sensitization; actives 0.24% (n = 340,000); P19429+P45379; activation, % at 7.2 µM; IANBD-labeled TnC RTF fluorescence at EC20 calcium; 0% EC20 calcium, 100% full calcium;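 active = activation above the mean over all tested compounds plus 3 SD, cut at about 30% in these data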;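 also: rise in fluorescence read as greater calcium sensitivity of cardiac thin filaments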
Active calls of the source: *; x = no result given.

Short forms – A = Rtt109 HAT inh; B = MITF act; C = SR-BI HDL uptake; D = PvdQ inh; E = SR-BI uptake up; F = Wnt act; G = dFosB act; H = HTR5A ag; I = CDK5 p35 inh; J = RTF Ca sens act
CCO[C@H]1OC(C(=O)O)=C[C@@H](C2CCCCC2)[C@@H]1CCCO
  A = 2	B = 8	C = -20	D = -2	E = 20	F = 3	G = -1	H = 2	I = 0.9	J = -5

COc1ccc(N2CCN(C(=O)Cn3cnc4c(cnn4-c4ccccc4)c3=O)CC2)cc1
  A = -2	B = -25	C = 5	D = -4	E = -5	F = -2	G = 5	H = 3	I = 0.2	J = -5

Cc1[nH]n(-c2ccc([N+](=O)[O-])cc2)c(=O)c1C=NCC1CCCO1 (stereo not drawn)
  A = -4	B = 40	C = 20	D = -3	E = -20	F = 3	G = -2	H = x	I = 0.1	J = x

CCOc1ccc(S(=O)(=O)Nc2ccccc2C(=O)N2CCOCC2)cc1
  A = -7	B = 6	C = -6	D = -10	E = 6	F = 1	G = -3	H = 1	I = 1.5	J = 1

O=C(Nc1ccccc1)c1ccc(OC(=O)c2ccccc2)cc1
  A = -1	B = x	C = -1	D = -15	E = 1	F = 6	G = -4	H = 1	I = 1.1	J = 2

COc1ccc(N2C(=O)[C@@H]3[C@H](C2=O)[C@H](C(C)=O)N2c4ccccc4C=C[C@@H]32)cc1
  A = 0	B = -3	C = -6	D = -10	E = 6	F = -2	G = -12	H = 3	I = -0.2	J = 15

O=C(CSc1cc(Cl)ccc1Cl)NC1CCCC1
  A = -8	B = 10	C = x	D = -12	E = x	F = -1	G = -6	H = 2	I = -0.6	J = -4

COc1ccc(-c2c3c(nc4sc(C(=O)Nc5cc(C)on5)c(N)c24)CCC3)cc1
  A = -1	B = 16	C = 65	D = -4	E = -65	F = x	G = -14	H = -2	I = 2.6	J = -2

CC(=O)N1CCc2cc(S(=O)(=O)CCC(=O)NCCc3ccc(Cl)cc3)ccc21
  A = 5	B = -10	C = -1	D = -5	E = 1	F = -1	G = -6	H = -1	I = 2.3	J = 3

COc1ccc(NC(=O)c2cccc(NC(=O)c3ccccc3)c2)cc1
  A = x	B = x	C = 43	D = 4	E = -43	F = 2	G = -5	H = 0	I = 0.6	J = -1

COc1cccc(C(=S)N2CCOCC2)c1OS(=O)(=O)c1ccc(Cl)cc1
  A = -2	B = -7	C = 7	D = -13	E = -7	F = 0	G = -15	H = 5	I = -0.5	J = 3

COc1ccc(OC)c(S(=O)(=O)NC2CC(=O)N(c3cccc(F)c3)C2)c1 (stereo not drawn)
  A = -6	B = 2	C = -18	D = -12	E = 18	F = 1	G = -7	H = 4	I = -0.4	J = -9

C#CCOc1ccc(OC)cc1C(c1c(C)[nH][nH]c1=O)c1c(C)[nH][nH]c1=O
  A = 3	B = x	C = 2	D = -2	E = -2	F = x	G = 10	H = 2	I = -0.8	J = 2

COC(=O)Cn1c(N2CCCC2)nc2c1c(=O)n(C)c(=O)n2C
  A = 2	B = -8	C = -15	D = -9	E = 15	F = -1	G = -3	H = 1	I = -2.2	J = -4

CN1CCN(C(=O)c2ccc(COc3ccc(C(C)(C)C)cc3)o2)CC1
  A = 5	B = 52	C = -8	D = -9	E = 8	F = x	G = -7	H = -1	I = -1.4	J = -8

Cc1ccc2c(c1)/C(=C/c1ccccc1F)C(=O)N2
  A = 2	B = 7	C = -5	D = -3	E = 5	F = -1	G = -11	H = 0	I = 0.2	J = -6

CCn1c(SCC(=O)O)nnc1-c1ccccc1OC
  A = 8	B = -6	C = 6	D = 1	E = -6	F = 0	G = 3	H = 6	I = 0.7	J = 7

Cc1ccc(NC(=O)CN(C)C(=O)c2cccnc2Nc2cccc(C(F)(F)F)c2)cc1
  A = 5	B = 3	C = 19	D = -20	E = -19	F = -7	G = -8	H = 1	I = -2.2	J = -5

CCN1CCN(C(=O)C2CCC(=O)N(Cc3cccc(C(F)(F)F)c3)C2)CC1 (stereo not drawn)
  A = 1	B = 0	C = -32	D = -3	E = x	F = 1	G = -4	H = -2	I = -2.9	J = -4

O=C(c1ccco1)N1CCC(c2nc3c(nnn3Cc3ccccc3Cl)c(=O)[nH]2)CC1
  A = 6	B = 3	C = -17	D = -20	E = 17	F = -3	G = -5	H = 5	I = -0.7	J = 1

Cc1ccc2nc(SCC(=O)c3ccc4c(c3)NC(=O)CO4)[nH]c2c1
  A = -7	B = -1	C = 30	D = -7	E = -30	F = -1	G = 10	H = -3	I = 1.9	J = 1

COC(=O)c1ccc(NC(=O)C(=O)c2cccn2C)cc1
  A = x	B = 18	C = 0	D = 4	E = 0	F = 11	G = -8	H = -3	I = 16	J = 2

O=C1CCC([N+](=O)[O-])C(c2ccccc2Br)N1 (stereo not drawn)
  A = 2	B = x	C = -6	D = -9	E = 6	F = -4	G = -3	H = -1	I = 1.4	J = -3

CN(C(=O)Cn1nnc2ccccc2c1=O)C1CCCCC1
  A = 5	B = 19	C = x	D = 3	E = x	F = 2	G = 3	H = -5	I = 0.3	J = 0

C=CCn1c(SCC(=O)N2CCOCC2)nnc1C(C)NC(=O)c1ccccc1 (stereo not drawn)
  A = 6	B = 7	C = -11	D = -1	E = 11	F = 1	G = -7	H = -2	I = 0.9	J = -1

O=C(c1c(Cl)nc2sccn12)N1CCCc2ccccc21
  A = x	B = -10	C = 9	D = -4	E = -9	F = 0	G = -4	H = -4	I = 2.4	J = -3

O=C(Nc1nc2ccc3ccccc3c2s1)c1ccc(N2CCCCC2)c([N+](=O)[O-])c1
  A = 6	B = 5	C = 65	D = -20	E = -65	F = 1	G = -6	H = 1	I = -2.7	J = 14

COc1ccccc1NC(=O)C(C)OC(=O)CCNS(=O)(=O)c1cccc(C(F)(F)F)c1 (stereo not drawn)
  A = 0	B = -4	C = -14	D = -16	E = 14	F = -5	G = -8	H = 2	I = 0.0	J = -6

C=C(C)C(=O)Oc1ccc(N2C(=O)[C@@H]3C4C=CC(C4)[C@@H]3C2=O)cc1
  A = 3	B = -14	C = -23	D = -2	E = 23	F = 1	G = -2	H = -2	I = 0.0	J = -5

Cc1ccc(-c2csc(NC(=O)C[n+]3cc(-c4ccc(C)cc4)n4c3CCC4)n2)cc1
  A = 14	B = -12	C = 25	D = 10	E = -25	F = -1	G = 37*	H = 0	I = 0.1	J = 7

O=C(COC(=O)Cc1cccc(C(F)(F)F)c1)Nc1cccc2ccccc12
  A = -3	B = -8	C = 9	D = -19	E = -9	F = 1	G = -6	H = -3	I = 0.8	J = 1

O=C(COc1ccccc1)Nc1cc(Cl)ccc1Cl
  A = 0	B = 54	C = 3	D = -7	E = -3	F = 4	G = -5	H = 4	I = 2.2	J = -2

CCOc1cc(C=O)ccc1OCc1cc(=O)n2cc(C)ccc2n1
  A = -1	B = -1	C = 2	D = 4	E = -2	F = -1	G = 0	H = -1	I = 0.9	J = -8

Cc1ccc(NC(=O)CN(C)C(=O)c2cccc(S(=O)(=O)N3CCc4ccccc43)c2)cc1
  A = 15	B = -4	C = 54	D = -18	E = -54	F = -3	G = -3	H = 0	I = 1.4	J = 3

CCCCNc1ccc(C(CC(N)=O)NC(=O)c2cc(C)cc(C)c2)cc1[N+](=O)[O-] (stereo not drawn)
  A = 1	B = 0	C = -1	D = -12	E = 1	F = 0	G = -2	H = -2	I = 1.6	J = 15

Cc1ccccc1C(=O)Nc1nnc(-c2ccncc2)o1
  A = 3	B = 12	C = -4	D = -1	E = 4	F = 3	G = -2	H = -1	I = 0.2	J = -4

O=C(NN=C1CCCCCC1)c1cc(-c2ccccc2)nc2ccccc12
  A = 5	B = 11	C = 18	D = 1	E = -18	F = x	G = -11	H = -4	I = 0.2	J = -8

Cc1cc(C)cc(NC(=S)N2CCC(NC(=O)c3ccc(F)cc3)CC2)c1
  A = 22	B = -6	C = 28	D = 8	E = -28	F = -1	G = -2	H = 1	I = 0.7	J = -3

CCCC1CCc2c(sc(N)c2C(N)=O)C1 (stereo not drawn)
  A = 0	B = -12	C = 0	D = 7	E = 0	F = x	G = -5	H = -4	I = -2.1	J = 1

CCCC(=O)Nc1cc(-c2nn(C)c(=O)c3ccccc23)ccc1OC
  A = 9	B = x	C = 16	D = 6	E = -16	F = x	G = -13	H = 3	I = -0.7	J = 1

Cn1cc(CN2CCCC(C(=O)Nc3ccc(-c4cccc(F)c4)cc3)C2)cn1 (stereo not drawn)
  A = -1	B = 8	C = 4	D = -7	E = -4	F = -3	G = 4	H = 2	I = x	J = -5

O=C(CCS(=O)(=O)c1ccc(F)cc1)Nc1nnc(-c2ccc(F)cc2)o1
  A = -10	B = -7	C = -10	D = -9	E = 10	F = -1	G = -3	H = 0	I = -0.2	J = 1

O=C(CCl)N(c1ccccc1)C1CCCCC1
  A = -5	B = -94	C = -12	D = 3	E = 12	F = 3	G = -4	H = 42*	I = -2.0	J = 4

COc1cc2nc(CN3CCC(C(O)(c4ccccc4)c4ccccc4)CC3)[nH]c(=O)c2cc1OC
  A = -16	B = -8	C = 18	D = -14	E = -18	F = 0	G = -12	H = 4	I = 2.3	J = 6

COc1ccc(-c2cc3ccc(OCC(N)=O)cc3oc2=O)cc1OC
  A = -39	B = 43	C = -3	D = 4	E = 3	F = 7	G = -2	H = -1	I = -1.7	J = -2

COc1ccc(C2CC(c3ccc(OC)cc3)n3nc(NS(C)(=O)=O)nc3N2)cc1 (stereo not drawn)
  A = -4	B = 0	C = -15	D = -3	E = 15	F = -2	G = 0	H = 6	I = -8.9	J = -2

Of the compounds above, seven contain a Cl atom.
Short forms – A = Rtt109 HAT inh; B = MITF act; C = SR-BI HDL uptake; D = PvdQ inh; E = SR-BI uptake up; F = Wnt act; G = dFosB act; H = HTR5A ag; I = CDK5 p35 inh; J = RTF Ca sens act
O=C(CSc1cc(Cl)ccc1Cl)NC1CCCC1
  A = -8	B = 10	C = x	D = -12	E = x	F = -1	G = -6	H = 2	I = -0.6	J = -4

CC(=O)N1CCc2cc(S(=O)(=O)CCC(=O)NCCc3ccc(Cl)cc3)ccc21
  A = 5	B = -10	C = -1	D = -5	E = 1	F = -1	G = -6	H = -1	I = 2.3	J = 3

COc1cccc(C(=S)N2CCOCC2)c1OS(=O)(=O)c1ccc(Cl)cc1
  A = -2	B = -7	C = 7	D = -13	E = -7	F = 0	G = -15	H = 5	I = -0.5	J = 3

O=C(c1ccco1)N1CCC(c2nc3c(nnn3Cc3ccccc3Cl)c(=O)[nH]2)CC1
  A = 6	B = 3	C = -17	D = -20	E = 17	F = -3	G = -5	H = 5	I = -0.7	J = 1

O=C(c1c(Cl)nc2sccn12)N1CCCc2ccccc21
  A = x	B = -10	C = 9	D = -4	E = -9	F = 0	G = -4	H = -4	I = 2.4	J = -3

O=C(COc1ccccc1)Nc1cc(Cl)ccc1Cl
  A = 0	B = 54	C = 3	D = -7	E = -3	F = 4	G = -5	H = 4	I = 2.2	J = -2

O=C(CCl)N(c1ccccc1)C1CCCCC1
  A = -5	B = -94	C = -12	D = 3	E = 12	F = 3	G = -4	H = 42*	I = -2.0	J = 4

Screens from PubChem.
